# Compound activity as filed in PubChem.
# M4 ag – CHRM4 agonism in calcium assay. P08173. CHO-K1 hM4/Gqi5, Fluo-8 calcium fluorescence; vehicle 0%, full acetylcholine response 100%. activation, % at 3 µM. 360,000 tested, 0.14% active. AID 624127;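 active means activation above the run mean over all test wells plus 3 SD, cut at about 32% in these data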;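 further: peak over basal fluorescence ratio per well then scaled between controls; 0% = DMSO wells and 100% = acetylcholine at EC100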
# Target sequence (P08173 whole entry, looked up): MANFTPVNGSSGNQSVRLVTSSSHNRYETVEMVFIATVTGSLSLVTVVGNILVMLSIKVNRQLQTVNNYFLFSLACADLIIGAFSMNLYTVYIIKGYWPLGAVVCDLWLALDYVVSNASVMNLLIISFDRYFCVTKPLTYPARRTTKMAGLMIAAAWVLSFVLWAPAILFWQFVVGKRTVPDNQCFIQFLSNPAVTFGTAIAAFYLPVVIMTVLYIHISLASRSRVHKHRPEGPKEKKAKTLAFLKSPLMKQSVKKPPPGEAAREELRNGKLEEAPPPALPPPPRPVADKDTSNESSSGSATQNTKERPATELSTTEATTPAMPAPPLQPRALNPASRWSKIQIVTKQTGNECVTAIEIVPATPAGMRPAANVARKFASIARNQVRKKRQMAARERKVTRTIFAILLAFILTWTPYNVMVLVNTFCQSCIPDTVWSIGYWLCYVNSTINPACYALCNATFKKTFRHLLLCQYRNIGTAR
# CHRM5 agonist – agonists of human muscarinic M5 receptor (CHRM5); P08912; 360,000 tested, 0.19% active; CHO-K1 hM5 cells, Fluo-8 calcium fluorescence; 0% DMSO wells, 100% maximal acetylcholine response; activation, % at 3 µM;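 active means activation above the run's mean over test compounds plus 3 SD, cut at about 23% in these data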;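 further: signal is peak over basal fluorescence ratio across the kinetic read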
# Target sequence (P08912 whole entry, looked up): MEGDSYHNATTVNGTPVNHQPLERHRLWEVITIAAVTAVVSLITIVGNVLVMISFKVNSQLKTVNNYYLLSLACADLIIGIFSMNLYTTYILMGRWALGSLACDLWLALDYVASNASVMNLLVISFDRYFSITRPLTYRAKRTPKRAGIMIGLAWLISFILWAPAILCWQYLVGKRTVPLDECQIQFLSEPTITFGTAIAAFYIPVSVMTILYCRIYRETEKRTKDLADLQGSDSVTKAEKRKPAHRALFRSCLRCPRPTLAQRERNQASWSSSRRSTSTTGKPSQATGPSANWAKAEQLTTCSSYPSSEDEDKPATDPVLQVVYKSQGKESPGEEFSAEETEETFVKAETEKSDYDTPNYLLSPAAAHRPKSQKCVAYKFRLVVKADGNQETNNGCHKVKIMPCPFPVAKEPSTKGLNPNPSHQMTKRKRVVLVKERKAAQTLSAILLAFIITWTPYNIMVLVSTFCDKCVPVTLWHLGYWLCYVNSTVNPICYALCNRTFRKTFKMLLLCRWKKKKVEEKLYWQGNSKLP
# CHRM4 antagonist – blocks acetylcholine activation of human M4 receptor. CHO-hM4 cells, ACh EC80, Fluo-8 calcium fluorescence. inhibition, % at 3 µM. 360,000 tested, 0.73% active. AID 624125;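 active means inhibition above its plate's cutoff, the mean inhibition of sample wells plus 3 SD, cut at about 27% in these data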;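 further: 0% = acetylcholine EC80 with DMSO and 100% = DMSO without agonist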
# M1 PAM – human CHRM1 positive allosteric modulation | P11229 | activation, % at 3 µM | CHO-K1 hM1, Fluo-8 calcium fluorescence, ACh EC20; 0% = ACh EC20, 100% = maximal ACh | 360,000 tested, 0.088% active | AID 588819; in the data active means activation above about 19%, passing the limit was not always enough
# CRFBP-R2 agonist – agonists of human CRF-binding protein/CRF-R2 receptor complex; HEK293 CRF-R2/CRF-BP, calcium dye fluorescence (FLIPR); percent of saturating CRF peptide response; activation, % at 13.2 µM; 350,000 tested, 0.46% active;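 active means activation of at least 50%, plus an integration ratio under a set limit after plate pattern correction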;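 further: plate controls were neutral control wells without compound for no effect and CRF at EC100 for full effect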
# CHRM5 PAM – CHRM5 positive allosteric modulation. P08912. CHO-K1 hM5, Fluo-8 calcium, ACh EC20 PAM; 0% = ACh EC20, 100% = ACh EC100. activation, % at 3 µM. 360,000 tested, 0.3% active. AID 624038;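 active means activation above the run cutoff, the mean activation of all test compounds plus 3 SD, cut at about 18% in these data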
#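 Test system: CHO-K1 hM5 cells / Doses: single-point, 3 µM nominal / Times: Post-acetylcholine fluorescence recording 140 s / Technique: Fluo-8 calcium fluorescence / Measure: Max/basal fluorescence ratio as % of EC20–EC100 ACh window / Benchmarks: low control EC20 acetylcholine (0%), high control EC100 acetylcholine (100%) / Replicates: one well per compound, no replicates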
# M1 antag – human CHRM1 antagonism. P11229. CHO-K1 hM1, Fluo-8 calcium fluorescence, ACh EC80 antagonist. inhibition, % at 3 µM. 360,000 tested, 1.3% active;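 active means percent inhibition above its own plate's cutoff, namely the mean of that plate's compound wells plus 3 SD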;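 further: peak over basal fluorescence ratio during 140 s after agonist addition; 0% = ACh EC80 plus DMSO and 100% = DMSO alone without agonist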
# CHRM5 antagonist – antagonists of human muscarinic M5 receptor (CHRM5). inhibition, % at 3 µM. CHO-hM5 cells, Fluo-8 calcium fluorescence, ACh EC80. AID 624040. P08912. 360,000 tested, 0.59% active;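 active means inhibition above a per-plate cutoff, the mean of that plate's test compounds plus 3 SD, cut at about 27% in these data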;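 further: 0% = acetylcholine EC80 with DMSO and 100% = DMSO without agonist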
# CHRM4 PAM – potentiates acetylcholine response at human M4 receptor; P08173; 360,000 tested, 0.4% active; CHO-K1 hM4/Gqi5, Fluo-8 calcium fluorescence, ACh EC20; 0% = ACh EC20, 100% = maximal ACh; activation, % at 3 µM;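 active means activation above its plate's cutoff, the mean activation of sample wells plus 3 SD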; further: some results filed as inactive read as strong as hits
# An asterisk follows results filed as active; . = no result given. Rows are unselected; about 2.8% have a hit in one of these screens.
structure	M4 ag	CHRM5 agonist	CHRM4 antagonist	M1 PAM	CRFBP-R2 agonist	CHRM5 PAM	M1 antag	CHRM5 antagonist	CHRM4 PAM
CN1CCN(C(=O)Nc2ccccc2)CC1	3	2	-11	5	-2.4	0	-4	2	4
O=C(Nc1ccc2c(c1)OCO2)c1csc(COCCO)n1	1	2	-7	3	.	-3	-6	-2	-2
O=C(N/N=C/c1cccc(O)c1)c1cc2c(ccc3ccccc32)o1	10	-2	-3	2	-0.5	-2	2	-1	-3
Cc1ccc(NNc2c(C)nc3ccccc3nc2=O)cc1	0	-1	-7	1	-10	-4	-5	-3	3
Cc1cc2c(c(=O)o1)C(c1cccs1)C(C#N)=C(N)O2 (centres undefined)	-1	4	7	5	0.4	0	-7	7	2
O=C(CSc1nnc(-c2ccco2)n1Cc1ccco1)Nc1ccccc1	1	-4	8	6	-0.9	-1	-9	4	0
COc1ccc(CCN2C(=O)NC(NC(=O)CC(C)C)(C(F)(F)F)C2=O)cc1OC (centres undefined)	1	1	4	2	-0.3	-4	5	0	-3
CC1CCCN(CC(=O)Nc2ccc(S(=O)(=O)N3CCCCC3)cc2)C1 (centres undefined)	2	-5	-10	-15	0.8	-3	9	-1	-1
Cn1cc(S(=O)(=O)NCc2ccc(F)cc2)c(=O)n(C)c1=O	0	-5	0	8	0.3	-1	-6	11	0
CCn1cc(C(=O)N2CCN(Cc3ccc4c(c3)OCO4)CC2)c2cc(OC)c(OC)cc2c1=O	2	-1	11	4	-2.5	-6	-3	2	-1
COc1ccc(OC)c(C(=O)N(C[C@H]2CC[C@@H]([C@@H]3CC[C@H](CO)O3)O2)C(C(=O)NC(C)(C)C)c2ccc(-c3ccccc3)cc2)c1 (some centres undefined)	1	-2	-15	13	-2.0	-2	-6	-6	3
O=C1/C(=C/c2ccc([N+](=O)[O-])cc2)Oc2cc(O)ccc21	11	12	1	-8	41	-2	9	-4	-2
C[C@@H]1CN([C@H](C)CO)C(=O)CCCn2cc(nn2)CO[C@H]1CN(C)C(=O)Nc1ccc(F)cc1	1	1	-2	5	4.6	-1	-10	-14	2
CC1CCc2cc(F)cc3c(O)c(C(=O)NCC4CCCO4)c(=O)n1c23 (centres undefined)	3	-12	-8	-7	-0.6	-28	2	-13	-6
O=C(NCc1ccco1)C(=O)NCC1OCCN1S(=O)(=O)c1ccc(Br)cc1 (centres undefined)	0	0	-6	5	1.6	1	-4	-5	0
Cc1csc(NC(C)c2nc3cc(Cl)c(Cl)cc3n2CCCO)n1 (centres undefined)	4	1	-2	12	0.8	8	-2	1	18
COc1ccc(/C(O)=C2\C(=O)C(=O)N(c3cc(C)on3)C2c2cccc(OC)c2OC)cc1C (centres undefined)	0	0	4	9	-1.9	-2	-14	-4	-5
O=c1c2ccccc2nc(N/N=C/c2ccc(O)cc2)n1O	3	-2	-20	6	-0.1	4	-4	-3	17
CC1(C(=O)NS(=O)(=O)c2cccs2)CCN1C(=O)CC1CCCC1 (centres undefined)	2	1	-21	11	.	-2	-17	6	11
Fc1ccc2cc(-c3ccsc3)ncc2c1	0	-3	2	5	-0.5	5	-4	13	8
CC(C)[C@H](NC(=O)CCCn1nnc2ccccc2c1=O)C(=O)O	1	4	5	5	-0.8	13	-6	3	11
O=S(=O)(NCc1cn2ccsc2n1)c1ccc(Oc2ccccc2)cc1	13	4	-2	-9	-1.9	-15	19	19	-8
Cc1cc(C(O)c2ncc(-c3cccc(F)c3)[nH]2)ccc1F (centres undefined)	2	2	-7	5	.	-6	-6	4	0
Cc1ccc(OCCSc2nnc(-c3cccs3)n2C)cc1	0	-1	2	11	-0.5	-1	-12	0	9
COc1ccc(NC(=O)COC(=O)CCCN2C(=O)c3ccccc3C2=O)cc1Cl	20	4	-17	-1	0.4	-2	4	-12	-19
CC(=O)Nc1ccc(-n2c(C)c(C(C)=O)c(C(C)=O)c2C)cc1	1	-2	0	3	2.2	1	-38	6	4
COC(=O)C(OC(=O)c1ccccc1)C(C)Br (centres undefined)	1	-1	-8	4	-2.9	0	-4	-5	4
CC(c1ccccc1)N1CC(C(=O)N2CCN(c3ccccc3)CC2)CC1=O (centres undefined)	3	3	4	11	-0.4	-5	-18	4	-1
CCOC(=O)Cn1c2c(c(-c3ccccc3OC)cc1=O)CCCC2	0	-5	-15	-16	-2.3	-8	22	0	-6
CCc1ccc(NC(=O)c2cnn3ccccc23)cc1	2	-2	-12	3	0.2	-2	-3	-2	7
CC(=O)c1cccc(NC(=O)N2CCCC2C(=O)NCCC(C)C)c1 (centres undefined)	4	-4	-1	1	0.7	-7	-14	6	2
O=C1OCCC1Sc1nnc(-c2ccco2)n1-c1ccccc1 (centres undefined)	16	-1	3	-4	-3.4	-4	11	7	-9
COCCCNc1nc(N)c([N+](=O)[O-])c(N2CCCCCC2)n1	2	0	-4	6	-1.5	-2	-13	2	-7
C[C@@H](C(=O)Nc1ccc2ccccc2c1)[C@@H]1C[C@@]1(C)[C@@H](NC(=O)OCc1ccccc1)c1ccccc1	2	2	-17	3	2.8	-6	-4	8	3
CN(c1ccc([N+](=O)[O-])cc1)c1cc2c(c3c1ccn3C)C1CCC2C1 (centres undefined)	-1	0	1	-6	.	-7	-7	-8	-8
CCCCC/C=C/C1=CC(=O)C[C@H](c2ccc(Cl)cc2)C1	2	1	2	6	0.2	2	0	7	3
CS(=O)(=O)N1N=C(c2ccc3nccnc3c2)CC1c1ccccc1 (centres undefined)	3	1	7	8	0.2	-1	-4	-2	4
Cc1ccc(/C=C/C(=O)OCC(=O)NC(=O)NCc2ccco2)cc1	0	-2	-3	6	-0.7	11	-8	-5	8
COc1cc([N+](=O)[O-])ccc1NC(=O)COC(=O)CCOc1ccc(C)cc1	1	-3	1	2	0.4	-8	1	-1	3
Cc1cc(F)ccc1S(=O)(=O)N1CCCOC1CNC(=O)C(=O)NCCN1CCOCC1 (centres undefined)	1	2	2	4	-1.0	-4	-13	5	0
O=C(Cn1cc(SCc2ccccc2Cl)c2ccccc21)N1CCOCC1	20	2	-10	-2	0.2	-10	9	5	-13
O=C(c1ccco1)N1CCN(C(=O)C2CCN(S(=O)(=O)c3cccc4nsnc34)CC2)CC1	3	-6	-2	12	-1.4	-7	-17	7	4
COc1ccccc1C(=O)COC(=O)c1nc(Cl)ccc1Cl	3	0	0	7	0.9	1	-8	1	5
CCOC(=O)c1cccc(NS(=O)(=O)c2c(C)[nH]c(C)c2C(=O)N2CCCC2)c1	-1	-4	7	8	4.6	0	-13	5	-7
Cc1ccc(C)c(C(=O)COC(=O)c2cc(Cl)nc3ccccc23)c1	-1	-5	-9	-4	8.5	-4	-2	4	3
Cc1ccc(-c2nn3c(C)nnc3s2)cc1NC(=O)COc1ccc(Cl)cc1	0	-1	-12	5	-7.3	-1	-12	-1	6
Cc1nc(N2CCN(C(=O)c3ccco3)CC2)nc2c1C(=O)CCC2	8	-1	-3	4	0.5	-5	-14	4	5
CCOc1ccc(C2/C(=C(/O)c3ccc4c(c3)CC(C)O4)C(=O)C(=O)N2CCCn2ccnc2)cc1OCC (centres undefined)	-1	0	14	1	0.7	5	-3	6	-1
COc1ccc(C(=O)OCCN=C2NS(=O)(=O)c3ccccc32)cc1OC	10	4	-20	0	4.2	-1	-8	-10	10
CC(=O)Nc1ccc(C(=O)NNS(=O)(=O)c2ccc(C)cc2)cc1	0	0	1	5	-1.4	4	-6	5	2
C/C(=N\NC(=O)CCc1ccccc1)C1C(=O)c2ccccc2C1=O	3	0	-8	-5	-2.3	1	6	13	1
O=C(c1ccc[nH]c1=S)N1CCN(S(=O)(=O)c2ccc(Br)cc2Cl)CC1	2	-5	17	8	-0.6	1	-5	11	-1
O=C1c2ccccc2CN1CCNS(=O)(=O)c1ccc2ccccc2c1	7	0	2	13	-1.9	-1	-19	5	6
CCOC(=O)c1c(N)sc2c(OCC)c(Br)ccc12	-1	-3	-4	-8	0.8	0	-3	-4	-5
C/C(=N/OCO/N=C(\C)c1ccccc1F)c1ccccc1F	-2	0	-9	-1	-1.8	-1	3	-2	2
COc1ccc(NC(=O)CN(C)C(=O)c2oc3c(ccc4ccccc43)c2C)cc1	13	0	-2	-5	-0.1	-16	-3	8	2
CCN(CC)c1nc2nonc2nc1N(CC)CC	1	-2	20	4	2.7	-7	-4	12	-7
Cc1cccc(NC(=O)c2ccc(OCC(=O)NCc3ccccc3)cc2)c1C	8	1	-8	1	-0.2	-6	-8	-1	-8
Cc1ccc(OC(=O)CCN2C(=O)c3ccccc3C2=O)cc1C	1	-8	-7	10	-0.9	-3	-6	-6	1
Nc1ccc(C(=O)N2CCCC2)cc1CS(=O)(=O)c1ccc(Cl)cc1	2	0	2	2	-0.5	0	-6	-12	-6

# Exported with values under each structure: entries from further up
# Values in the order – M4 ag	CHRM5 agonist	CHRM4 antagonist	M1 PAM	CRFBP-R2 agonist	CHRM5 PAM	M1 antag	CHRM5 antagonist	CHRM4 PAM
> O=C(c1ccco1)N1CCN(C(=O)C2CCN(S(=O)(=O)c3cccc4nsnc34)CC2)CC1
    3	-6	-2	12	-1.4	-7	-17	7	4
> COc1ccccc1C(=O)COC(=O)c1nc(Cl)ccc1Cl
    3	0	0	7	0.9	1	-8	1	5

# The list goes on.
structure	M4 ag	CHRM5 agonist	CHRM4 antagonist	M1 PAM	CRFBP-R2 agonist	CHRM5 PAM	M1 antag	CHRM5 antagonist	CHRM4 PAM
O=C(Nc1nc(-c2cc3ccccc3oc2=O)cs1)c1ccco1	4	6	7	-2	1.0	-8	5	3	-4
CCOC(=O)N1CCN(C(=O)CCCn2nc(C)c3sc4ccccc4c3c2=O)CC1	2	0	-3	4	-2.0	-2	-1	2	0
Cc1occc1C(=O)N1CCN(S(=O)(=O)c2ccccc2)CC1	1	-2	0	3	0.8	-3	0	7	3
Cc1cccc(OCC(=O)N(Cc2ccc(C)o2)C2CCS(=O)(=O)C2)c1 (centres undefined)	1	0	5	16	-1.7	6	-15	-5	5
O=C(Nc1nc2ccccc2s1)c1ccc(F)cc1	0	-4	1	-1	0.6	-16	14	15	-3
Cc1cc(C)nc(-n2ncc3c2CC(c2ccc(F)cc2)CC3=O)n1 (centres undefined)	3	5	-13	18	-4.5	9	1	-3	19
O=C(CSC(=S)N1CCOCC1)Nc1nc(-c2ccccc2)c(-c2ccccc2)o1	1	-1	-20	2	1.7	7	4	-6	11
CCOC(=O)C1CCCN(C(=O)CCc2ccccc2)C1 (centres undefined)	1	-2	-5	5	-4.1	2	-7	-7	19
CCN(CC(=O)Nc1ccc2c(c1)OCCO2)C(=O)c1cc(Cl)nc2ccccc12	7	3	-2	0	-0.7	-4	-1	5	-5
NCCN1CCN(CCN)CC1	0	0	9	5	0.8	0	-8	5	3
O=[N+]([O-])c1ccc2c(c1)C(N1CCOCC1)/C(=C/COc1ccc(Cl)cc1Cl)O2 (centres undefined)	-1	-2	-3	0	1.1	-5	0	-1	6
